# High-throughput results (PubChem BioAssay)
# Mtb UGM inh: Mtb UDP-galactopyranose mutase inhibition; P9WIQ1; purified UGM, fluorescence polarization probe displacement; inhibition, % at 10 µM; 320,000 tested, 0.06% active; AID 504406; in the data active = inhibition above about 10%, passing the limit was not always enough
# PfHsp40 rescue: compounds rescuing yeast from Plasmodium falciparum HSP40 toxicity; S. cerevisiae expressing PfHsp40, growth rescue, ATP luminescence; growth rescue, % at 12.5 µM; 340,000 tested, 0.68% active; AID 504582; in the data active = growth rescue above about 28%, passing the limit was not always enough;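 also: yeast W303a lacking pdr1 and pdr3 grown in galactose medium; growth measured after three days at 30 °C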
# Mtb BioA inh: BioA (M. tuberculosis) enzyme inhibition; AID 602481; 360,000 tested, 0.096% active; purified M. tuberculosis BioA enzyme, plate reader; inhibition, % at 9.99 µM; in the data active = inhibition above about 40%
# Vc quorum ag: quorum light induction in luxS cqsA deficient V. cholerae; activation, % at 18.7 µM; V. cholerae BH1578 lux reporter, luminescence, 6 h; AID 588436; 350,000 tested, 0.16% active; in the data active = activation mostly above about 9.7%, no sharp cut-off; also: not every result past the cut was called active; inactives centre near 0; reference of the scale not given here
# FBA Mtb inh: inhibits M. tuberculosis FBA enzyme; P9WQA3; purified M. tuberculosis FBA, fluorescence read-out; inhibition, % at 1 µM; 360,000 tested, 2.3% active; AID 588726; in the data active = inhibition above about 27%;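 also: 0% = vehicle and 100% = reference inhibitor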
# Target sequence (P9WQA3 whole entry, looked up): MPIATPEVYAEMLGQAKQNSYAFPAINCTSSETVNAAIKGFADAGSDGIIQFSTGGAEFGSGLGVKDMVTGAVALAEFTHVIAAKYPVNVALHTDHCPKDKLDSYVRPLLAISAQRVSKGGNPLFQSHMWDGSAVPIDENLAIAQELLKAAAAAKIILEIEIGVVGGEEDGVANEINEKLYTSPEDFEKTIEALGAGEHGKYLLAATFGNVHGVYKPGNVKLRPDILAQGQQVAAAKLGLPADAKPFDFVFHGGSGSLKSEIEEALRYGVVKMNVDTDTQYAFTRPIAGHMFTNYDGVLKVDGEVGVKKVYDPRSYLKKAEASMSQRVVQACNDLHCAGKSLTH
# GDH-TPI counter: GDH-TPI coupled enzyme inhibition counter-screen. inhibition, % at 4.8 µM. AID 588335. 360,000 tested, 1.2% active. GDH-TPI coupled enzyme counterscreen, NADH absorbance; in the data active = inhibition above about 30%;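 also: 0% = DMSO wells and 100% = wells lacking the enzyme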
# FadD28 FP inh: inhibitors of Mycobacterium tuberculosis FadD28 bisubstrate binding | inhibition, % at 12.5 µM | FadD28 bisubstrate probe binding, fluorescence polarization | AID 588549 | 360,000 tested, 0.22% active; in the data active = inhibition above about 8.5%, passing the limit was not always enough
# TcdB GH inh: blocks C. difficile toxin B glycohydrolase activity. inhibition, % at 9.99 µM. 350,000 tested, 0.24% active. P18177. TcdB glycohydrolase enzymatic assay, plate reader; in the data active = inhibition above about 10%
# Yp Topo-I inh: blocks Yersinia pestis topoisomerase I activity | AID 504884 | Y. pestis Topo-I cleavage product accumulation, plate reader | activity, % at 10 µM | 360,000 tested, 0.064% active; in the data active = activity above about 50%, passing the limit was not always enough; also: inactives centre near 2
# * = called active by the depositor; i = inactive; · = no result given; & = joins results of further samples.
SMILES,Mtb UGM inh,PfHsp40 rescue,Mtb BioA inh,Vc quorum ag,FBA Mtb inh,GDH-TPI counter,FadD28 FP inh,TcdB GH inh,Yp Topo-I inh
CC1=C(C(=O)Nc2ccccc2)C(c2ccc3c(c2)OCO3)C2=C(CCCC2=O)N1 (stereo unspecified),2.0,-1.3,-0.2,1.8,5,6,-0.2,·,3
CCn1c(SCC(=O)N2CCCCCC2)nc2ccccc2c1=O,-2.0,-0.9,6.2,-0.1,-1,1,-0.5,0.2,18
Cc1ccc2c(c1)N(CC(=O)N1CCCC1)C(=O)c1cccnc1O2,0.8,0.2,-1.1,i,3,8,-2.7,-2.2,-7
CSc1ccc(C#N)cc1NC(=O)c1cccnc1Cl,3.8,0.5,-0.4,-0.9,3,-7,0.2,0.3,1
COC(=O)c1ccc2nc(-c3ccc(S(C)(=O)=O)cc3)cn2c1,-3.2,0.7,·,-0.2,36*,-6,-3.9,0.5,6
CC1=C/C(=N\Nc2ccccc2[N+](=O)[O-])CC(C)(C)C1,2.2,0.8,0.7,-0.2,-6,0,0.4,-1.6,-5
O=C(COc1ccccc1)N1CCN(c2nnc(-c3ccccc3)c3ccccc23)CC1,-0.4,-0.2,8.4,-0.7,0,6,-3.6,·,28
O=C(O)CSCc1nc2ccccc2[nH]1,4.2,0.1,-2.8,0.9,-1,-1,-3.9,0.5,-6
COC(=O)c1ccccc1OCC(=O)N1CCN(c2ccc(F)cc2)CC1,-1.3,0.1,2.5,0.1,2,13,0.3,·,5
O=C(NCc1nc2ccccc2[nH]1)C1=C[C@H](c2ccccc2)C[C@H](OCCCCO)O1,-2.6,0.8,3.8&-1.0,0.8,1,7,-3.9,0.2&0.4,20
CCOC(=O)c1cccc(NC(=O)c2cc(C)nn2-c2ccccc2)c1,2.0,-1.2,0.4,-0.9,2,-6,-0.6,1.5,-7
O=C(COC(=O)CCC(=O)c1ccc(F)cc1)Nc1ccc(Cl)cn1,-2.2,2.2,-0.3,i,3,2,-1.1,0.8,4
COC(=O)c1cccnc1NC(=S)NC(C)C,-1.1,9.1,·,1.1,-7,4,-0.2,-0.6,0
O=C(Nc1ccc2ccccc2c1)c1onc2c1CCCC2,0.5,15,-0.3,i,-2,-1,-8.0,·,5
CCc1nc2ccc(C(=O)Nc3cccc(NS(C)(=O)=O)c3)cn2c1N(C=O)CCC(C)C,·,·,-0.2,-0.3,-2,1,-3.6,-0.3,-6
Cc1ccc(-c2nnc(CSc3nncn3N)o2)cc1,0.3,0.6,-0.8,i,7,6,-1.6,·,1
Cc1ccc(-c2noc(-c3ccoc3C)n2)cc1,1.5,1.8,-1.6,-0.5,-3,5,-1.6,0.7,1
COc1ccc(S(=O)(=O)N2CCN(Cc3cccnc3)CC2)cc1,·,-0.9,0.0,-0.7,0,4,-1.5,0.6,-8
COc1ccccc1/C=N/NC(=O)c1ccc(=O)n(C)c1,1.7,-0.7,·,-0.5,4,13,-2.0,·,-5
COc1cc(OCc2ccccc2)c(CC(=O)O)c([N+](=O)[O-])c1,·,·,-0.7,-5.9,2,11,-0.5,-4.2,-2
CCN(CC(=O)Nc1c(F)cccc1F)C(=O)c1ccc(C(=O)c2ccccc2)cc1,3.9,-0.4,·,-1.6,4,2,-2.5,2.7,3
Cc1cc(CSc2ccccc2)ccc1NC(=O)c1cccc([N+](=O)[O-])c1,-2.1,-0.1,-1.4,i,1,14,1.5,·,7
CN(C)c1ccc(-c2cccc(C3CC=CC4C3C(=O)N(Cc3ccccc3)C4c3ccc4ccccc4c3)c2)cc1 (stereo unspecified),-1.6,1.3,-1.0,i,3,15,-0.2,-0.1,-7
O=C(CN1C(=O)C2CC=CCC2C1=O)Nc1nc(-c2ccc(F)cc2)cs1 (stereo unspecified),1.1,0.6,1.4,-3.1,-1,-5,-3.8,1.1,2
CCOc1ccccc1NC(=O)c1sc2ncn(CC(=O)N3CCOCC3)c(=O)c2c1C,-2.0,-4.1,-1.6,-3.8,-2,14,-1.9,0.1,3
O=C(COC(=O)c1cc[n+]([O-])cc1)Nc1ccc2c(c1)OCCO2,-1.6,-0.8,-4.7,0.5,0,7,-0.6,·,4
COc1ccccc1N=NC1C(=O)N(C(N)=S)N=C1C (stereo unspecified),1.3,1.3,0.7,i,-10,15,-1.5,1.8,-8
COc1ccccc1-c1nn2c(-c3ccco3)nnc2s1,-2.3,-0.7,-1.2,-2.0,2,17,-1.9,1.0,4
COc1ccc(Cn2c(SCC(=O)NCc3ccco3)nc3ccsc3c2=O)cc1,-1.6,0.0,-0.3,-2.9,-1,3,-2.1,·,36
CC(C)CN1CCC(Oc2cccc(C(=O)NCCc3ccccc3)c2)CC1,-0.2,-0.9,-0.5,·,-4,-7,-0.4,0.2,-2

# Ordered by molar mass (rising): 16 of the compounds above.
SMILES,Mtb UGM inh,PfHsp40 rescue,Mtb BioA inh,Vc quorum ag,FBA Mtb inh,GDH-TPI counter,FadD28 FP inh,TcdB GH inh,Yp Topo-I inh
Cc1ccc(-c2noc(-c3ccoc3C)n2)cc1,1.5,1.8,-1.6,-0.5,-3,5,-1.6,0.7,1
COC(=O)c1cccnc1NC(=S)NC(C)C,-1.1,9.1,·,1.1,-7,4,-0.2,-0.6,0
COc1ccccc1/C=N/NC(=O)c1ccc(=O)n(C)c1,1.7,-0.7,·,-0.5,4,13,-2.0,·,-5
Cc1ccc(-c2nnc(CSc3nncn3N)o2)cc1,0.3,0.6,-0.8,i,7,6,-1.6,·,1
COc1ccccc1N=NC1C(=O)N(C(N)=S)N=C1C (stereo unspecified),1.3,1.3,0.7,i,-10,15,-1.5,1.8,-8
O=C(Nc1ccc2ccccc2c1)c1onc2c1CCCC2,0.5,15,-0.3,i,-2,-1,-8.0,·,5
COc1ccccc1-c1nn2c(-c3ccco3)nnc2s1,-2.3,-0.7,-1.2,-2.0,2,17,-1.9,1.0,4
COc1cc(OCc2ccccc2)c(CC(=O)O)c([N+](=O)[O-])c1,·,·,-0.7,-5.9,2,11,-0.5,-4.2,-2
COc1ccc(S(=O)(=O)N2CCN(Cc3cccnc3)CC2)cc1,·,-0.9,0.0,-0.7,0,4,-1.5,0.6,-8
O=C(COC(=O)CCC(=O)c1ccc(F)cc1)Nc1ccc(Cl)cn1,-2.2,2.2,-0.3,i,3,2,-1.1,0.8,4
Cc1cc(CSc2ccccc2)ccc1NC(=O)c1cccc([N+](=O)[O-])c1,-2.1,-0.1,-1.4,i,1,14,1.5,·,7
CC(C)CN1CCC(Oc2cccc(C(=O)NCCc3ccccc3)c2)CC1,-0.2,-0.9,-0.5,·,-4,-7,-0.4,0.2,-2
COc1ccc(Cn2c(SCC(=O)NCc3ccco3)nc3ccsc3c2=O)cc1,-1.6,0.0,-0.3,-2.9,-1,3,-2.1,·,36
CCOc1ccccc1NC(=O)c1sc2ncn(CC(=O)N3CCOCC3)c(=O)c2c1C,-2.0,-4.1,-1.6,-3.8,-2,14,-1.9,0.1,3
CCc1nc2ccc(C(=O)Nc3cccc(NS(C)(=O)=O)c3)cn2c1N(C=O)CCC(C)C,·,·,-0.2,-0.3,-2,1,-3.6,-0.3,-6
CN(C)c1ccc(-c2cccc(C3CC=CC4C3C(=O)N(Cc3ccccc3)C4c3ccc4ccccc4c3)c2)cc1 (stereo unspecified),-1.6,1.3,-1.0,i,3,15,-0.2,-0.1,-7
